Source: PubChem (National Center for Advancing Translational Sciences (NCATS))
Pol iota inh: inhibitors of human DNA polymerase iota. 1% of 390,000 active. Q9UNA4. Potency, µM (top dose mostly 115 µM), for inactives: at the highest dose activity, negative = inhibition, most hits filed as inhibitors. Pol iota fluorescent replication assay, 10 min
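Pol iota at 10 nM preincubated 15 min with compounds at room temperature; reaction started with fluorescent substrate, 50 nM final. Fluorescence read kinetically at 0 and 10 min; buffer-only wells as negative control.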
APEX1 inh: APE1 (human) endonuclease inhibition. Potency, µM (doses to about 65.8 µM), for the others: at the top dose activity change, negative = inhibition, usual class: inhibitors. P27695. AID 2517. 0.35% of 350,000 active. recombinant APE1, TAMRA/BHQ-2 abasic DNA cleavage fluorescence;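 also: plate controls were vehicle for no effect and reference inhibitor for full effect; nearly all actives have a fitted effect of over 55% in size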
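Activity was derived from the fluorescence gain between first and third kinetic reads (60 s intervals, ex 525/em 598 nm) after 50 nM THF-abasic TAMRA/BHQ-2 duplex was added to 0.75 nM APE1 preincubated 15 min with compound.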
BAZ2B inh: BAZ2B (human) inhibition; Q9UIF8; Potency, µM (top dose mostly 114 µM), for the others: at the top dose activity change, negative = inhibition, usual class: inhibitors; AID 504333; AlphaScreen BAZ2B-H3K14Ac peptide displacement; 4.4% of 360,000 active; also: % is scaled to controls: 0 for no effect and ±100 for the full control effect; nearly all actives have a fitted effect of over 60% in size
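Protein-peptide AlphaScreen: BAZ2B 50 nM, b-H3K14Ac 50 nM, 1x PBS pH 7.4 + 0.01% Tween-20. Preincubation 30 min RT; cpd 30 min RT (top 110 uM); beads 20 min RT, light-protected.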
Pol kappa inh: blocks human DNA polymerase kappa activity | purified Pol kappa, fluorescent DNA synthesis assay, 10 min | Potency, µM (top dose mostly 107 µM), without a hit: at the highest dose activity, negative = inhibition, most hits filed as inhibitors | 0.53% of 400,000 active; also: % is scaled to controls: 0 for no effect and ±100 for the full control effect
Target sequence (Q9UBT6 whole entry, looked up): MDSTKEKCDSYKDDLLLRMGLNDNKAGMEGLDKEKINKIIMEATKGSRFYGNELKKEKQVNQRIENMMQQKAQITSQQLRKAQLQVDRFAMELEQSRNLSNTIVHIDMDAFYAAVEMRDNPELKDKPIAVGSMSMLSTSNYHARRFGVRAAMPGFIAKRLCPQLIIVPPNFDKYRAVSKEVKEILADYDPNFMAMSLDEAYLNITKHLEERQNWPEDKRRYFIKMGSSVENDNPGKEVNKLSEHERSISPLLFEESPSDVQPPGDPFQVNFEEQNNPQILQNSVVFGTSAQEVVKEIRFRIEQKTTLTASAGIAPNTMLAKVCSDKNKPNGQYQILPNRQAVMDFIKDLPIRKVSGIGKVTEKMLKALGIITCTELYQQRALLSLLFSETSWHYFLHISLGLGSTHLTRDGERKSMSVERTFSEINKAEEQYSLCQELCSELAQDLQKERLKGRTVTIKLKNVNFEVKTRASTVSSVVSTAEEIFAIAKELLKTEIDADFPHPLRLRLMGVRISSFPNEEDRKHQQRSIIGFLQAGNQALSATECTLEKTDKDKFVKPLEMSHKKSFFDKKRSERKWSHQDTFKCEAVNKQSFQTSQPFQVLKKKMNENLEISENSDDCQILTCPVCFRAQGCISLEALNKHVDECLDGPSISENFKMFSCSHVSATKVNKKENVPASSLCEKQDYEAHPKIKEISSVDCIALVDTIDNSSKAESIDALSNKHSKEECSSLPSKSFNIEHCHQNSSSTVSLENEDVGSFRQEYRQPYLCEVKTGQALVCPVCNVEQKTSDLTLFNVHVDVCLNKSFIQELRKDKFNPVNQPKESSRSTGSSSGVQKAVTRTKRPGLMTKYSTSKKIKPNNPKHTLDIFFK
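Inhibition of 10 nM Pol kappa is measured by a fluorescent read-out at 0 and 10 min following addition of 50 nM substrate (final), with a 15-min room-temperature compound preincubation.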
POLH inh: inhibitors of human DNA polymerase eta; Q9Y253; 1.2% of 390,000 active; AID 588591; recombinant Pol eta, fluorescent DNA replication assay; Potency, µM (highest dose often 114 µM), for inactives: top-dose activity change, negative = inhibition, usual class: inhibitors; also: % is scaled to controls: 0 for no effect and ±100 for the full control effect
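Pol eta at 10 nM preincubated with compounds 15 min at room temperature; reaction started with fluorescent substrate (50 nM final) and read kinetically at 0 and 10 min.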
Pol beta inh: DNA polymerase beta (human) inhibition. P06746. Pol beta primer extension/strand displacement, fluorescence kinetic. Potency, µM (doses to about 114 µM), inactives show top-dose activity change, negative = inhibition, actives largely listed as inhibitors. 1.3% of 340,000 active; also: % is scaled to controls: 0 for no effect and ±100 for the full control effect
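Values derive from four-parameter Hill fits of normalized kinetic data: reads at 0 and 10 min following addition of 50 nM substrate to 10 nM Pol beta preincubated 15 min with compound.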
G9a block: G9a (human) methyltransferase inhibition | 8.8% of 350,000 active | Q96KQ7 | Potency, µM (doses to about 102 µM), inactives show at the highest dose activity, negative = inhibition, usual class: inhibitors | AID 504332 | G9a H3K9 monomethylation, AlphaScreen, 2 h; also: % is scaled to controls: 0 for no effect and ±100 for the full control effect; nearly all actives have a fitted effect of over 75% in size
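Compounds were preincubated with 20 nM G9a for 15 min, after which biotinylated H3K9 peptide (500 nM) and SAM (20 uM) started a 2 h room-temperature reaction. Monomethylated product was quantified by antibody-based AlphaScreen chemiluminescence.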
BLM inh: Bloom syndrome helicase (human) inhibition. 0.2% of 350,000 active. Potency, µM (series often up to 56.1 µM), without a hit: at the top dose activity change, negative = inhibition, actives largely listed as inhibitors. recombinant BLM DNA unwinding, fluorescence dequenching. P54132;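 also: plate controls were vehicle for no effect and no enzyme for full effect; nearly all actives have a fitted effect of over 35% in size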
Anesthetic bind: candidate novel general anesthetic via apoferritin binding | 0.074% of 350,000 active | AID 485281 | Potency, µM (top dose mostly 77.5 µM), for the others: at the highest dose activity change, negative = displacement, actives largely listed as inhibitors | P02791 | apoferritin/1-aminoanthracene competitive binding, fluorescence; also: % is scaled to controls: 0 for no effect and ±100 for the full control effect; nearly all actives have a fitted effect of over 20% in size
Target sequence (P02791 2-175 limits assumed): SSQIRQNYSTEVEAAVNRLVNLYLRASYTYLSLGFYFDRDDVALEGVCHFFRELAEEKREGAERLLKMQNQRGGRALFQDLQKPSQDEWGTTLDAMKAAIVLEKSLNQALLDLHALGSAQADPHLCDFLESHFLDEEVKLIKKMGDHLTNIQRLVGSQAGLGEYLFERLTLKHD
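Horse-spleen apoferritin (10 uM) was mixed with 50% saturated 1-aminoanthracene in PBS, exposed to compounds for 10 min at room temperature, and read for fluorescence (ex 380 nm, em 535 nm). Competitive displacement was fitted with a four-parameter Hill equation.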
An asterisk follows results filed as active; ? = inconclusive; nt = no result given; & = joins results of further samples; [ ] = remark or other dose. Calls follow the shape of the dose curve; as a rule, active = well fitted curve in the direction sought with a large enough effect; inconclusive = small, poorly fitted or top-dose-only effect, or another doubt; inactive = no such curve, though single readings can be large; an effect the other way counts as inactive or inconclusive. Potency is read from the fitted curve at half-maximal effect.

SMILES	Pol iota inh	APEX1 inh	BAZ2B inh	Pol kappa inh	POLH inh	Pol beta inh	G9a block	BLM inh	Anesthetic bind
CCCc1nnc(NC(=O)c2cccc(OC)c2)s1	14.6%	-3.0%	15.1%	-15.2%	0.4%	9.2%	?	-4.4%	-18.7%
COC(=O)N/N=C/c1ccc(/C=N/NC(=O)OC)cc1	110.2%[activator]	-0.5%	8.7%	-3.6%	-17.2%	11.3%	16.5%[0.501 µM]	-3.3%	2.4%
O=C(NCCCN=C1NS(=O)(=O)c2ccccc21)c1ccc(S(=O)(=O)N2CCCCC2)cc1	11.7%	-0.4%	-3.4%	-0.8%	-3.5%	-1.3%	-7.3%[59 µM]	0.3%	-11.5%
COc1ccc(N2CCN(C(=O)c3cccc(-n4c(C)nc5cccnc54)c3)CC2)cc1	12.3%	nt	-18.6%	-9.0%	1.2%	0.7%	?	-0.9%	6.7%
COc1ccc(-c2noc(CCC(=O)NCc3ccc(C)cc3)n2)cc1	31.7%[activator]	nt	2.5%	18.9%	-13.9%	2.9%	13.2%[59 µM]	-2.0%	-16.5%
c1ccc2c(c1)CCc1c-2nc2ccccc2c1N1CCOCC1	35.9%[activator]	-3.2%	16.6%	10.9%	-4.6%	0.8%	82.6%[activator]	-2.8%	-10.0%
Cc1csc(NC(=O)c2sccc2C)n1	11.4%	-7.5%	0.3%	-3.8%	0.1%	?	-0.1%[2.33 µM]	-2.2%	-6.0%
COc1ccc2[nH]cc(CCNc3ccnc(-c4c(C)noc4C)n3)c2c1	nt	4.8%	nt	-3.7%[60.1 µM]	nt	nt	33.8%[0.501 µM]	-1.1%	nt
COc1ccc(-c2ccc(-c3cc(=O)oc4c(C(C)C)ccc(C)c34)cc2)cc1	4.8%	-3.4%&-7.7%	nt	-14.9%	-4.1%	nt	34.5%	-3.7%[75.6 µM]	-22.0%[110 µM]
CCCOc1ccc2c(CC)cc(=O)oc2c1C	14.5%	-3.2%	44.0%[activator]	-18.2%	-14.6%	42.8%	29.4%[59 µM]	-4.8%	-15.2%
CC(=O)c1ccc(S(=O)(=O)Nc2ccc(C(=O)N(C)CC(=O)Nc3cccc(C)c3C)cc2)cc1	?	-23.9%	-38.7%	?	31.6µM*	nt	-25.3%[59 µM]	nt	nt
CC/C(C)=N/NC(=O)c1[nH]c2ccc(C)cc2c1-c1ccccc1	29.9%	3.3%	-27.2%	2.4%	-23.0%	0.6%	-37.9%	-10.6%	-12.7%

Overlap with the part before: 3 compounds, followed by the next part.
SMILES	Pol iota inh	APEX1 inh	BAZ2B inh	Pol kappa inh	POLH inh	Pol beta inh	G9a block	BLM inh	Anesthetic bind
CCCOc1ccc2c(CC)cc(=O)oc2c1C	14.5%	-3.2%	44.0%[activator]	-18.2%	-14.6%	42.8%	29.4%[59 µM]	-4.8%	-15.2%
CC(=O)c1ccc(S(=O)(=O)Nc2ccc(C(=O)N(C)CC(=O)Nc3cccc(C)c3C)cc2)cc1	?	-23.9%	-38.7%	?	31.6µM*	nt	-25.3%[59 µM]	nt	nt
CC/C(C)=N/NC(=O)c1[nH]c2ccc(C)cc2c1-c1ccccc1	29.9%	3.3%	-27.2%	2.4%	-23.0%	0.6%	-37.9%	-10.6%	-12.7%
COc1cc(C(=O)NCc2nnc(SCC(=O)N3CCc4ccccc43)o2)cc(OC)c1OC	-16.6%	-4.1%	0.2%	-0.1%	-6.6%	-20.1%	?	-0.4%	2.0%
C=CCN1C(=O)c2ccc(C(=O)Nc3ccccn3)cc2C1=O	6.2%	25.1%	-3.2%	-14.2%	-1.9%	nt	-6.5%	nt	nt
COc1ccccc1C1CCN(C(=O)c2ccccc2)CC1	20.2%	39.9%	-1.6%	7.7%	-3.7%	8.5%	24.9%	-2.2%	-5.0%
COc1ccc(S(=O)(=O)NC(C)C(=O)O)cc1 (stereo unspecified)	6.9%	-0.3%	-1.3%	-3.3%	2.5%	3.2%	-5.1%	0.2%	-1.3%
CCOCCCNC(=O)C1CCN(S(=O)(=O)c2cc(Br)cc3c2N(C(=O)CC)CC3)CC1	11.1%	16.5%	0.1%	1.6%	1.9%	29.4%	-0.5%	-0.1%	-6.6%
COc1cc(C2C(C#N)=C(N)Oc3n[nH]c(C)c32)cc2c1OCO2 (stereo unspecified)	?	-2.5%	-6.6%	?	15.8µM*	?	?	-5.5%	-17.9%
C#CCNC(=O)c1cc2sccc2n1C	3.2%	0.0%	1.2%	8.5%	-12.4%	0.9%	nt	-3.4%	-6.1%
CCN1C(N(C)CCc2c[nH]c3ccccc23)=N[C@@H](c2cccc(C(F)(F)F)c2)C(C(=O)OC)=C1C	0.5%	-10.4%	nt	13.2%	-18.3%	nt	nt	nt	nt
CN(C)CCNc1oc(COc2cccc(Cl)c2)nc1C#N	10.5%	9.2%	8.5%	-5.6%	-6.8%	-1.8%	15.9%[59 µM]	3.9%	?
Cc1cc2nnc(SCC(=O)Nc3ccc(Cl)cc3)n2c(N)n1	130.0%[activator]	8.5%[12.4 µM]	-2.1%	1.8%	-14.8%	?	17.9%[59 µM]	-0.6%	3.3%
N#Cc1ccc(COC(=O)CSc2nnc(C3CCCCC3)n2N)cc1	7.9%	4.0%	nt	5.7%	12.4%	3.5%	15.2%[59 µM]	-1.8%	?
N#Cc1ccccc1NC(=O)C(=O)NCCCN1CCCC1=O	11.4%	-6.5%	-6.0%	-9.1%	-4.5%	nt	-31.6%	nt	nt
Cc1c(-c2ccccc2)nnn1-c1ccc(F)cc1F	40.5%[activator]	-7.4%	11.9%	1.0%	-7.7%	10.2%	22.8%	-3.2%	-4.1%
COc1cc(C)ccc1OCCSc1nc2ccc(NC(=O)c3ccccc3F)cc2s1	12.3%	nt	6.9%	4.7%	-9.7%	2.2%	24.8%[59 µM]	-0.2%	-5.9%
COc1ccc(NC(=O)N(C)C[C@H]2Oc3ccc(NC(=O)NC(C)C)cc3C(=O)N([C@H](C)CO)C[C@@H]2C)cc1	-0.6%	-1.7%	nt	-8.7%	-4.4%	nt	nt	nt	nt
Cc1ccc(N2CC(C(=O)Nc3nnc(SCCN4CCOCC4)s3)CC2=O)cc1 (stereo unspecified)	1.1%	26.0%	-11.9%	-3.9%	7.6%	20.3%	?	0.4%	-17.1%
CCOC(=O)N1CCN(CCC(=O)c2ccc(OC)cc2)CC1	18.0%	3.5%	13.0%	-5.9%	-8.6%	6.8%	10µM*	-6.6%	0.4%
CCc1ccc(S(=O)(=O)c2nnn3c2nc(N2CCC(C)CC2)c2cc(Cl)ccc23)cc1	?	nt	-0.3%	3.6%	-12.2%	-1.6%	47.8%[59 µM]	-5.7%	24.5%
Cc1cccn2c(=O)nc(SCC(=O)Nc3ccc4c(c3)OCO4)nc12	3.0%	-5.5%	-6.2%	-3.6%	-5.3%	nt	4.8%	nt	nt
Cc1sc2nc(CSc3ccccc3)nc(N3CCN(C)CC3)c2c1C	-6.4%	1.5%	?	-12.7%	-24.3%	2.0%	?	-7.9%	-5.4%
CCOC(=O)CSc1nc2ccccc2n1CC(=O)NC(C)(C)C	-0.9%[58.9 µM]	-2.4%	-6.8%	4.7%	3.0%	27.7%	13.9%[2.33 µM]	1.4%	-6.3%
COc1ccc(/C=C/C(=O)C(C(N)=O)=C2SCCS2)cc1	28.3%	3.8%	4.9%	7.8%	-1.1%	12.5%	11.6%[59 µM]	6.4%	14.0%
O=C(CSc1ccsc1[N+](=O)[O-])NC1CCCC1	44.7µM*	-4.1%	-37.8%	-50.7%	56.2µM*	?	31.6µM*	-7.9%	-12.9%
C=CCN(Cc1cccs1)C(=O)CN1CCN(S(=O)(=O)c2ccc3c(c2)OCCCO3)CC1	4.3%	8.9%	-8.2%	2.3%	-9.1%	nt	-11.7%[2.33 µM]	nt	nt

Pulled by structure from above, 2 records:
SMILES	Pol iota inh	APEX1 inh	BAZ2B inh	Pol kappa inh	POLH inh	Pol beta inh	G9a block	BLM inh	Anesthetic bind
COc1ccc(-c2noc(CCC(=O)NCc3ccc(C)cc3)n2)cc1	31.7%[activator]	nt	2.5%	18.9%	-13.9%	2.9%	13.2%[59 µM]	-2.0%	-16.5%
CCCOc1ccc2c(CC)cc(=O)oc2c1C	14.5%	-3.2%	44.0%[activator]	-18.2%	-14.6%	42.8%	29.4%[59 µM]	-4.8%	-15.2%

Remaining list, next part:
SMILES	Pol iota inh	APEX1 inh	BAZ2B inh	Pol kappa inh	POLH inh	Pol beta inh	G9a block	BLM inh	Anesthetic bind
Cc1ccc(NC(=O)C(C)c2ccc([N+](=O)[O-])cc2)cc1Cl (stereo unspecified)	65.5%[activator]	-7.8%	-6.6%	-5.0%	-26.9%	-11.0%	-18.9%	-10.7%	-23.2%
COc1cnc(-c2ccccn2)nc1Oc1cccc(Cl)c1	-5.9%	-2.9%	44.7µM*	-5.1%	-19.0%	6.6%	-3.4%[12.7 µM]	1.6%	-5.5%
O=C(Cc1ccccc1)Nc1ccccc1N1CCN(c2ccccc2)CC1	1.8%	3.8%	?	-3.5%	-5.9%	-12.6%	?	-3.7%	1.5%
Cn1cc(Br)c(C(=O)NC2C3CC4CC(C3)CC2C4)n1 (stereo unspecified)	29.3%	3.6%	-8.1%	-6.0%	-17.8%	4.3%	-5.3%[59 µM]	-0.5%	?
C/C(=C\c1ccco1)CN1CCC(N2CCC(C(=O)N3CCOCC3)CC2)CC1	-12.9%	9.7%	-0.3%	1.8%	-9.0%	35.9%	nt	0.8%	-5.5%
Cc1cc(=O)n2[nH]c(SCc3ccccc3)nc2n1	-17.9%	-0.8%	2.0%	-5.9%	-13.7%	4.1%	13.0%	0.9%	-10.4%
O=C(Nc1cc(Cl)cc(Cl)c1)c1ccc(F)c(S(=O)(=O)N2CCCCCC2)c1	10.4%	nt	-2.4%	-4.3%[60.1 µM]	-12.6%	0.5%	1.6%[59 µM]	-3.8%	-5.8%
O=C(O)c1cc2c(s1)CCCC2	-12.2%	2.5%	21.1%	-2.9%	-10.3%	1.8%	17.6%[12.7 µM]	0.1%	32.9%[activator]
COc1ccc(-c2ccc(OC)c(C3C4C=CCCC4(C)C(=O)N3Cc3ccccc3)c2)cc1OC (stereo unspecified)	-3.1%	7.7%	nt	-4.9%	nt	nt	nt	-10.1%	97.7%[activator]

A portion of the library; count on the stated rates, not on these rows.
